Assay outcomes: PubChem, National Center for Advancing Translational Sciences (NCATS)
HEK293 tox = cytotoxicity in counter-screen for GLP-1R inverse agonists; actives 0.13% (n = 410,000); HEK293 cAMP-luciferase reporter cells, luminescence, 24 h; Potency, µM (series often up to 38.3 µM), for inactives: at the highest dose activity change, negative = inhibition, most hits filed as inhibitors;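 further: loss of luciferase light is scored as toxicity; potency means the concentration at half of the fitted maximal effect; on the % scale 0 is the no-effect control and ±100 the full control effect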
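Cells in DMEM/10% Nu serum/1% pen-strep, 1536-well format. Pre-incubated 12 h, dosed with 23 nL compound, incubated a further 24 h. Luciferase detection, 12 min at room temp, luminescence.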
DRD3 antagonist = blocks the human D3 dopamine receptor; P35462; AID 652054; actives 2.5% (n = 360,000); max response, negative = inhibition, %; D3R cells, DiscoveRx beta-arrestin luminescence, antagonist mode; stronger effect = lower value; in the data active means max response below about -50%; inconclusive means no clear call, values can overlap the other calls; further: on the % scale 0 is the no-effect control and ±100 the full control effect; mostly tested at two doses, the higher about 12 µM
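Cells expressing the human receptor were seeded at 1500 cells/well, incubated overnight at 37 degrees C in 5% CO2, then exposed to library compounds with dopamine controls for 90 minutes at 37 degrees C before luminescent detection.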
TDP43 rescue = TDP-43 toxicity inhibition in yeast; TDP-43 expressing yeast growth rescue, BacTiter-Glo, 24 h; Potency, µM (series often up to 46.1 µM), without a hit: at the highest dose growth rescue (activation), actives largely listed as activators; actives 1.8% (n = 410,000); AID 652104; further: potency means the concentration at half of the fitted maximal effect; % of control where 0% means no effect; nearly all actives have a fitted effect of over 50% in size
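In this qHTS, compounds that restore growth of yeast expressing TDP-43 appear as activators. Cells (OD600=0.02, galactose medium, raffinose-pregrown) are incubated with compound 24 hr at 30 deg C and growth is quantified by BacTiter-Glo.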
KB-V1 MDR tox = KB-V1 MDR subline cytotoxicity. KB-V1 MDR cells viability, CellTiter-Glo, 72 h. Potency, µM (doses to about 46.1 µM), without a hit: at the highest dose activity change, negative = cytotoxicity, actives largely listed as cytotoxic. actives 3.4% (n = 400,000). AID 1347076; further: potency means the concentration at half of the fitted maximal effect; on the % scale 0 is the no-effect control and ±100 the full control effect; nearly all actives have a fitted effect of over 60% in size
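Cells of the MDR subline KB-V1 are plated, dosed with compound at multiple concentrations, and incubated 72 h at 37 degrees C; CellTiter-Glo is then added and luminescence read after 10 min.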
PTHR1 ag = PTHR1 (human) receptor agonism; Q03431; HEK293 GP2 PTHR1 cells, GloSensor cAMP luminescence, 1 h; Potency, µM (top dose mostly 115 µM), without a hit: at the highest dose activation, usual class: activators; actives 0.075% (n = 410,000); further: potency means the concentration at half of the fitted maximal effect; nearly all actives have a fitted effect of over 55% in size; some results filed as inactive show a strong effect at the top dose; inactives centre near -15; many of its hits are not listed in these tables
Target sequence (Q03431 whole entry, looked up): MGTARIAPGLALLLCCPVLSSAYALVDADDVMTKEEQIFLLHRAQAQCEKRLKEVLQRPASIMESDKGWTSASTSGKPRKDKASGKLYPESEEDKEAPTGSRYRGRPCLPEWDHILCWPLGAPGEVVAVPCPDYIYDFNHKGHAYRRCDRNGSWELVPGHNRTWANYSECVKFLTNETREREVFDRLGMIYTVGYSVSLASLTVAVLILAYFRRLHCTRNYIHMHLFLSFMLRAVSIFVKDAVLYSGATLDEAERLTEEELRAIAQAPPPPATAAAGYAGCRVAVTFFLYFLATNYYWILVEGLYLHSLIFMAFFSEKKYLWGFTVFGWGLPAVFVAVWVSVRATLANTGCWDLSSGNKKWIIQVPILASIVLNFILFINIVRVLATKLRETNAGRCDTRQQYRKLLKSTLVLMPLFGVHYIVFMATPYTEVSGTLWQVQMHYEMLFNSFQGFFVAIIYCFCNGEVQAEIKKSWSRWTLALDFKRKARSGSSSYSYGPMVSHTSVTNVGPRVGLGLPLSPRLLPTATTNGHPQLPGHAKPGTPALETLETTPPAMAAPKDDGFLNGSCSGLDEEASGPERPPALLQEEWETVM
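HEK-293-derived GP2 cells expressing PTHR1 and a GloSensor cAMP reporter, 3,000/well, plated overnight, given luciferin plus IBMX (each 0.5 mM as added) for 1 h at 37 °C, then compound for 1 h at 37 °C. Luminescence was read after 15 min at room temperature.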
DRD3 agonist = D3 dopamine receptor (human) agonism; actives 0.58% (n = 410,000); AID 652048; P35462; D3R DiscoveRx beta-arrestin cells, luminescence, 90 min; max activation, %; in the data active means max activation above about 30%; further: 0% is about no effect; mostly tested at two doses, the higher about 12 µM
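Agonist-mode cell screen: cells plated at 1500/well and incubated overnight at 37 °C, then exposed to library compounds for 90 min at 37 °C. Detection reagent was added for 30–60 min at room temperature, and luminescence was read.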
aSyn yeast inh = alpha-synuclein toxicity inhibition in yeast | Yeast expressing alpha-synuclein, growth rescue, BacTiter-Glo, 24 h | actives 0.14% (n = 370,000) | Potency, µM (titrated, usually from 46.1 µM), without a hit: top-dose growth rescue (activation), actives largely listed as activators; further: potency means the concentration at half of the fitted maximal effect; % of control where 0% means no effect; nearly all actives have a fitted effect of over 65% in size
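Galactose-induced alpha-syn yeast (OD600=0.02, raffinose-pregrown) + pinned cpd, 24 hr, 30 deg C; growth by BacTiter-Glo luminescence. Growth restoration scores as activation.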
GLP-1R agonist = agonists of human GLP-1 receptor. HEK293 GLP-1R CRE-luciferase, luminescence, 4-6 h; cells express a hypersensitive GLP-1R form. Potency, µM (series often up to 45.6 µM), for inactives: top-dose activation, hits mostly activators. actives 0.007% (n = 380,000). AID 624172; further: potency means the concentration at half of the fitted maximal effect; % of control where 0% means no effect
Target sequence (P43220 whole entry, looked up): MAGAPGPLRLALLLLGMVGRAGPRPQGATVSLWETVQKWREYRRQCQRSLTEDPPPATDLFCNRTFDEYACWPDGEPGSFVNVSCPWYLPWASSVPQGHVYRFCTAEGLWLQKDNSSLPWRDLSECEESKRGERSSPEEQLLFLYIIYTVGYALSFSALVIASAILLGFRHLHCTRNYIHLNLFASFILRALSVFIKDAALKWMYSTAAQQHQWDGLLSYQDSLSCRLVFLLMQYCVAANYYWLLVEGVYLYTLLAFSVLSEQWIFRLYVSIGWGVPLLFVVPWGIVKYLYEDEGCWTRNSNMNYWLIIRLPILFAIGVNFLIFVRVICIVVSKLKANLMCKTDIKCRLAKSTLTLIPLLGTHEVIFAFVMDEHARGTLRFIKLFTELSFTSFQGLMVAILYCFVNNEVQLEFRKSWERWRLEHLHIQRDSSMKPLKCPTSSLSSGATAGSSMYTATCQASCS
GLP1R inv ag = acts as inverse agonist at human GLP-1 receptor. Potency, µM (series often up to 38.3 µM), without a hit: top-dose activity change, negative = inhibition, usual class: inhibitors. HEK293 GLP-1R CRE-luciferase, luminescence, 24 h; GLP-1R form is constitutively active. AID 624417. P43220. actives 1.6% (n = 410,000); further: potency means the concentration at half of the fitted maximal effect; on the % scale 0 is the no-effect control and ±100 the full control effect; nearly all actives have a fitted effect of over 55% in size
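HEK293 cells stably co-expressing constitutively active GLP-1R and a cAMP-responsive luciferase reporter were seeded in DMEM with 10% Nu serum, given compounds after 12 h, and incubated 24 h at 37 deg C. Luminescence was then read.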
Numbers without * were called inactive; i = inactive; ? = inconclusive; . = no result given; [ ] = another dose, or the depositor's remark. Unless noted, the call rests on the fitted dose curve; in most records, active means well fitted curve in the direction sought with a large enough effect; inconclusive means small, poorly fitted or top-dose-only effect, or another doubt; inactive means no such curve, though single readings can be large; an effect the other way counts as inactive or inconclusive. A portion of the library; rates above refer to the full screens.

SMILES	HEK293 tox	DRD3 antagonist	TDP43 rescue	KB-V1 MDR tox	PTHR1 ag	DRD3 agonist	aSyn yeast inh	GLP-1R agonist	GLP1R inv ag
CNS(=O)(=O)c1cn(CC(=O)N2CCN(c3ccccc3OC)CC2)cc1S(=O)(=O)NC	3%	.	6%	-2%	i	-5	.	.	-1%
CCCC(=O)Nc1cccn(Cc2ccccc2Br)c1=O	-8%	-7	25%	43%	11%	0	1%	0%	-30%
CN(C)c1ccc(N2C(=NC(=O)CCC3CCCC3)SC3CS(=O)(=O)CC32)cc1 (stereo unspecified)	-4%	8	-5%	14%	i	11	-2%	2%	17%
COc1cccc(/C=N/NC(=O)CSc2nnc(C)n2-c2ccccc2)c1OC	40%[activator]	14	0%	-7%	-19%	-21	-2%	10%	3%
O=C1c2cccnc2C(Nc2cccc(F)c2)N1Cc1ccco1 (stereo unspecified)	-15%	10	25%	-1%	12%	-9	1%	11%	26%
CCN(CC)S(=O)(=O)c1cc(C(=O)NC2CCCCC2)ccc1C	2%	14	-10%	13µM*	i	10	3%	5%	?
CC(C)CCOc1ccc(C(=O)NCC(c2cccs2)N2CCOCC2)cc1 (stereo unspecified)	-7%	8	9%	-3%	i	-1	2%	0%	?
COc1ccccc1OCCOc1ccccc1/C=N/n1cnnc1	0%	-18	-33%[inhibitor]	-24%	-12%[57.5 µM]	-2	1%	0%	-17%
Cc1ccc(NC(=O)CCc2nnc3ccc(N4CCC5(CC4)OCCO5)nn23)cc1F	-2%	2	-3%	20%	-21%	-1	4%	-2%	34%[activator]
Cc1cccc(-c2noc(CCC(=O)NC3CCCC3)n2)c1	1%	-17	3%	-24%	-1%	15	?	13%	-12%
CN(CCCNC(=O)C1CCC(=O)N1Cc1ccccc1Cl)c1ccccc1 (stereo unspecified)	21%	13	-15%	23µM*	?	-21	-1%	6%	1%
CN1C(=O)NC2(O)C(=O)c3ccccc3C12O (stereo unspecified)	6%	-60*	3%	0%	i	9	-11%	-7%	1%
C[C@@H]1CN([C@H](C)CO)C(=O)CCCn2nncc2CO[C@@H]1CN(C)C(=O)OCc1ccccc1	6%	-24	-6%	-11%	-24%	-5	1%	12%	6%
Cc1cccc(N2CCN(C(=O)CCn3c(=O)[nH]c4ccccc4c3=O)CC2)c1C	-9%	13	16%	0%	-25%	4	-1%	2%	1%
C[C@H]1CN(S(=O)C(C)(C)C)[C@@H](CCO)/C1=C\CCO (stereo partly specified)	-3%	7	25%	0%	i	-4	0%	0%	7%
Cc1cccc(N(C)S(=O)(=O)c2c[nH]c3ccc([N+](=O)[O-])cc23)c1	-8%	1	-12%	?	-94%[inhibitor]	-21	1%	-3%	?
COc1cc(OC)cc(-c2nnc(NC(=O)c3ccc4c(c3)OCCO4)o2)c1	-23%	16	42%	7%	-17%	3	2%	18%	-16%
CSc1nnc2c(=O)[nH]c(=O)n(C)c2n1	3%	-1	-16%	7%	-22%	-7	-3%	3%	16%
COc1cc(/C=N/NC(=O)c2cn(-c3cccc(C)n3)cn2)ccc1O	5%	-3	-16%	-3%	i	-1	-5%	7%	-9%
CCOc1ccc(CCNC(=O)CCS(=O)(=O)c2ccc(Cl)cc2)cc1OCC	-1%	6	9%	.	i	13	6%	1%	-8%
Cc1ccc(-c2nn(C)c(=O)c3ccccc23)cc1S(=O)(=O)N1CCCC1	-2%	0	?	-13%	-41%[inhibitor]	-9	-5%	8%	98%[activator]
Cn1c2ccccc2c2ncn(CCN3CCOCC3)c(=O)c21	-2%	-16	22%	-5%	-4%	-3	0%	4%	17%
O=C(COC(=O)c1ccccc1NC(=O)c1ccco1)NCCC1=CCCCC1	-14%	-2	-1%	-5%	i	10	13%	1%	-10%
CC12CCC(=O)N1C(C(=O)N1CCN(S(=O)(=O)c3cccc(Cl)c3)CC1)CS2 (stereo unspecified)	2%	12	-28%	2%	-15%	6	-1%	6%	-1%
O=c1c(N=Nc2ccccc2)c[nH]n1-c1ccccc1	-12%	-62*	4%	2%	-48%[inhibitor]	-19	-10%	3%	7%
Continuation.
SMILES	HEK293 tox	DRD3 antagonist	TDP43 rescue	KB-V1 MDR tox	PTHR1 ag	DRD3 agonist	aSyn yeast inh	GLP-1R agonist	GLP1R inv ag
O=C(O)c1ccc(CN(c2ccccc2)S(=O)(=O)c2ccccc2)cc1	1%	13	17%	?	-22%	2	0%	6%	7%
O=C(NCc1ccco1)c1ccc2c(c1)OCCO2	-9%	7	0%	1%	-23%	4	-6%	3%	11%
Cc1cccc(OC(=O)Nc2ccc(C(=O)O)c(O)c2)c1	-9%	0	13%	14%	-6%	-10	0%	2%	6%
CC1CCN(S(=O)(=O)c2ccc(S(=O)(=O)N3CCCC3)cc2)CC1	-1%	6	-11%	9%	-24%	34*	-1%	-2%	3%
C(=N\c1nc2ccccc2n1CCN1CCCCC1)/c1cccs1	-28%	-7	-5%	-1%	i	-7	0%	-5%	-15%
CC(=O)c1cccc(OCC(O)CNCC2CCCCC2)c1 (stereo unspecified)	-2%	?	9%	8%	i	-37	1%	-3%	-20%
O=C(Nc1ccccc1)C1CCN(c2nccs2)CC1	-24%	17	-10%	-4%	-2%[57.5 µM]	4	-5%	-7%	-12%
Cc1cc(OCC(=O)Nc2nc3c(s2)CCCC3)cc(C)c1Cl	2%	.	11%	.	i	12	.	.	3%
O=C(CSc1nnc(NC(=O)C2CCC2)s1)Nc1ccccc1Br	7%	8	15%	-25%	i	0	0%	0%	16%
CC1=C(C(=O)c2ccccc2)C(c2cn(-c3ccccc3)nc2-c2ccc(Cl)cc2)NC(=S)N1 (stereo unspecified)	-10%	9	-8%	-24%	i	22	-8%	-2%	?
COC(=O)[C@@H](NC(=O)c1ccccc1)[C@@H](C)O	1%	-12	22%	10%	i	6	-6%	4%	-5%
CC1=Nc2ccccc2N=C(NC(=O)CN2CCN(c3ccc(F)cc3)CC2)C1c1ccccc1 (stereo unspecified)	5%	1	9%	?	i	2	7%	10%	-23%
CCOc1ccc(Oc2cc(C)nc(SC)n2)nn1	7%	0	7%	4%	i	1	4%	-5%	24%
CC1CC(C)CN(C(=O)CCCn2c(=S)[nH]c3ccccc3c2=O)C1 (stereo unspecified)	-19%	8	?	0%	i	0	0%	2%	0%
Cc1nn(S(=O)(=O)c2cccc([N+](=O)[O-])c2)c(C)c1S(=O)(=O)N1CCOCC1	8%	2	0%	25%	i	6	?	0%	3%
COCC(C)n1c(C)cc(C(=O)COC(=O)c2nc3nc(C)cc(C)n3n2)c1C (stereo unspecified)	0%	2	-9%	0%	i	0	-8%	-2%	6%
CCCN(CCC)C(=O)C(c1ccccc1)C1(O)CCCCC1 (stereo unspecified)	3%	-13	-27%	-27%	-6%	-6	3%	7%	?
CCOCCn1c(=NC(=O)CSCC(=O)Nc2cc(C)on2)sc2cc(OC)ccc21	-4%	-9	20%	?	-10%	-5	0%	10%	3%
Cc1ccc(-n2c(CSc3nc(C)cc(C)n3)nnc2SCC(=O)N2CCCC2)cc1	2%	8	6%	14%	-32%[inhibitor]	-4	-3%	6%	0%
Cc1sc(NC(=O)CSc2nnnn2C2CCCC2)c(C#N)c1C	-16%	12	-9%	-13%	0%[57.5 µM]	11	10%	-6%	0%
COc1ccc(C(=O)NCc2ccncc2)cc1S(=O)(=O)N1CCOCC1	15%	10	4%	.	i	-10	-1%	-11%	19%
COc1ccc(N2CCN(C(=O)CN3C(=O)NC4(CCCCC4C)C3=O)CC2)cc1 (stereo unspecified)	-13%	12	-15%	?	i	15	-1%	12%	-2%
CC1Cc2ccccc2N1C(=O)CSc1nnnn1Cc1ccccc1 (stereo unspecified)	-3%	33	?	?	-23%	-5	8%	3%	?
O=S1CC/C(=N\O)c2ccccc21 (stereo unspecified)	2%	13	21%	-4%	-3%[57.5 µM]	4	1%	19%	3%
CC(=O)Nc1ccc(NC(=O)Nc2ccc(C)cc2C)cc1	-4%	-19	2%	-14%	i	-12	-3%	-2%	-7%

Continued, overlapping the part above by 2 compounds.
SMILES	HEK293 tox	DRD3 antagonist	TDP43 rescue	KB-V1 MDR tox	PTHR1 ag	DRD3 agonist	aSyn yeast inh	GLP-1R agonist	GLP1R inv ag
O=S1CC/C(=N\O)c2ccccc21 (stereo unspecified)	2%	13	21%	-4%	-3%[57.5 µM]	4	1%	19%	3%
CC(=O)Nc1ccc(NC(=O)Nc2ccc(C)cc2C)cc1	-4%	-19	2%	-14%	i	-12	-3%	-2%	-7%
COc1ccc(NC(=O)CCC(=O)c2ccc(C(C)C)cc2)cc1	2%	-6	3%	-3%	24%	2	1%	5%	?
COc1ccc2nc(N(CCN(C)C)C(=O)c3ccc4ccccc4c3)sc2c1	5%	-63*	-16%	0%	-4%	-2	-15%	-7%	28%
COC(=O)c1ccccc1NC(=O)c1noc2c1CCCC2	1%	17	-15%	?	-15%[57.5 µM]	-6	-3%	9%	0%
COc1cc2c(cc1OC)CN(S(=O)(=O)c1ccc(Cl)nc1)CC2	-5%	-24	-3%	0%	i	-16	1%	0%	12%
CC1CCCC(C)N1CCNC(=O)CCc1nnc2n(Cc3ccccc3)c(=O)c3ccccc3n12 (stereo unspecified)	4%	-28	2%	?	-23%	-8	-3%	8%	?
Cc1cccc(NC(=O)c2ccc(C(=O)c3ccccc3)cc2)n1	15%	-1	?	?	-54%[inhibitor]	1	-10%	-10%	?
